TRPC4 block – inhibitors of mouse TRPC4 channel | Q9QUQ5 | HEK293 TRPC4beta/mu-opioid, DAMGO-evoked Fluo4 calcium flux; stronger effect = lower value | B-score at 10 µM | 300,000 tested, 0.39% active | AID 2247;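 active = B-score over 3 SD under the library average, no early fluorescence shift, positive overall ratio signal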
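System: stable TRPC4beta/mu-opioid receptor HEK293 cells; Dosing: single-point compound dosing; Measured by: Fluo4 Ca2+ flux fluorescence; Read-out basis: per-well B score of integrated baseline-normalized Fluo4 ratio.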
HIF activator – HIF pathway transcriptional activation. U2OS HRE-luciferase reporter, luminescence; normalized: DMSO 0%, desferrioxamine 100%. activation, % at 7.5 µM (by protocol). 300,000 tested, 0.32% active. AID 1910;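 active = mean activation of at least 10% of the iron chelator positive control signal, with at least half of replicates also reaching 10%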
SKKanGAS inh – inhibitors of SKKanGAS S. pyogenes growth in kanamycin (SK-promoter or general growth effect); BacTiter-Glo, 6 h; inhibition, % at 7.5 µM; 300,000 tested, 1.3% active;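 active = mean replicate score, as percent of positive control median, at least 50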;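 note: strain carries kanamycin resistance gene driven by streptokinase promoter and grows in 40 µg/ml kanamycin; loss of luminescence reflects streptokinase promoter inhibition or plain growth inhibition; 0% = median of DMSO wells and 100% = positive control at its reference dose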
MrgX1 antag – antagonists of human MrgX1 receptor. Q96LB2. MRGX1-HEK293 calcium flux, Fluo-4, BAM8-22 antagonism; stronger effect = lower value. B-score at 10 µM. 310,000 tested, 1.3% active;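 active = calcium-response B-score plate-corrected more than 3 library SD below zero, starting fluorescence within 5 deviations, no agonist response on first addition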;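 note: peak minus trough fluorescence over baseline after final BAM8-22 challenge near maximal dose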
Target sequence (Q96LB2 whole entry, looked up): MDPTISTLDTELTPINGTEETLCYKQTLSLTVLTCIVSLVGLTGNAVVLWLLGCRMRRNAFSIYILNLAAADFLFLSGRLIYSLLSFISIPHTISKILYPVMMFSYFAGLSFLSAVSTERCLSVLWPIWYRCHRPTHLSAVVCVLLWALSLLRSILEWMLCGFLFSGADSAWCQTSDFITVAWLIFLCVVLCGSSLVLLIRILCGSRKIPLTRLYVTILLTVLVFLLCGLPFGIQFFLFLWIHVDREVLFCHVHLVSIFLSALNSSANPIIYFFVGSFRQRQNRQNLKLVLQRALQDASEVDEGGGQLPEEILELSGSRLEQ
TRPC4 act – activators of mouse TRPC4 channel. Q9QUQ5. HEK293 TRPC4beta/mu-opioid, Fluo4 calcium fluorescence; stronger effect = higher value. B-score at 10 µM. 310,000 tested, 0.49% active;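 active = B-score above 5 SD of library B-scores, and initial fluorescence ratio not above library mean plus 5 SD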;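 note: positive B-score marks a calcium rise read as TRPC4 activation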
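Test system: HEK293 cells stably co-expressing mouse TRPC4beta and mu-opioid receptor | Schedule: Fluo4 dye loading 45 min at room temperature, 110 s recording | Measured by: Kinetic Fluo4 calcium fluorescence, 5 s baseline at 1 Hz | Evaluation: B score of integrated ratio | Controls: Buffer (low) and maximal DAMGO (high)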
aSyn UTR inh – 5' untranslated region of α-synuclein, MLPCN primary screen; inhibition, % (tested at 7.5 µM); 300,000 tested, 0.82% active; alpha-synuclein 5'UTR reporter, inhibitor activity; AID 1813; in the data active = inhibition above about 60%;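 note: H4 neuroglioblastoma cells stably carrying SNCA 5'UTR luciferase fusion; 0% = DMSO wells and 100% = positive control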
TRPC4 potent – TRPC4 (mouse) allosteric potentiation. 310,000 tested, 0.42% active. B-score at 10 µM. AID 2227. HEK293 TRPC4beta/mu-opioid, DAMGO EC20, Fluo-4 Ca2+ flux; stronger effect = higher value;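 active = B-score of calcium response area above 5 SD of library B-scores, with initial fluorescence ratio within 5 SD of library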;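 note: B-score of integrated fluorescence ratio over time as area under calcium response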
TRPC6 inh – blocks the mouse TRPC6 cation channel; AID 2553; HEK293-TRPC6, membrane potential dye, ACh-evoked depolarization; stronger effect = lower value; Q61143; B-score at 10 µM; 310,000 tested, 1.1% active;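 active = B-score under library mean minus 3 SD, initial fluorescence not abnormally high, positive integrated signal ratio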;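 note: B-score derived from integrated fluorescence ratio over the kinetic read; more negative B-score means stronger inhibition of depolarization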
IEC-6 tox – kills IEC-6 intestinal cells in KLF5 counter-screen. inhibition, % at 5 µM. IEC-6 cytotoxicity, luminescence viability. AID 1825. 290,000 tested, 0.78% active; in the data active = inhibition above about 22%;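 note: 0% = plate median of test compound wells and 100% = cytotoxic reference compound wells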
TRPC6 act – mouse TRPC6 channel activation | Q61143 | HEK293-TRPC6 membrane potential dye fluorescence; stronger effect = higher value | B-score at 10 µM | 310,000 tested, 0.13% active;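 active = B-score of the integrated fluorescence ratio above library mean plus 3 SD, and starting fluorescence ratio within library mean plus 5 SD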;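 note: higher score means more depolarization so channel activation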
KLF5 inhibitor – inhibitors of KLF5 expression. 290,000 tested, 0.23% active. inhibition, % at 5 µM. AID 1700. DLD-1 KLF5 promoter-luciferase reporter, luminescence;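 active = inhibition above a per-plate limit of that plate's mean compound inhibition plus 3 SD, cut at about 60% in these data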;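 note: 0% = DMSO wells and 100% = LY294002 at 200 µM; higher means less KLF5 promoter-driven luciferase light; inactives centre near -14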
Active calls of the source: *; i = inactive; . = no result given.

The opening 2 records as a preview:
SMILES	TRPC4 block	HIF activator	SKKanGAS inh	MrgX1 antag	TRPC4 act	aSyn UTR inh	TRPC4 potent	TRPC6 inh	IEC-6 tox	TRPC6 act	KLF5 inhibitor
O=C(Nc1cnn(Cc2c(Cl)cccc2Cl)c1)c1ccc([N+](=O)[O-])cc1	i	-0.4	-1	i	i	-65	i	i	4	i	-45
CC1CCC(NC(=O)CN(C)S(=O)(=O)c2cccc3cccnc23)CC1 (stereo not drawn)	i	-0.2	-5	i	i	-1	i	i	-1	i	-10

The listing (from the top)
SMILES	TRPC4 block	HIF activator	SKKanGAS inh	MrgX1 antag	TRPC4 act	aSyn UTR inh	TRPC4 potent	TRPC6 inh	IEC-6 tox	TRPC6 act	KLF5 inhibitor
O=C(Nc1cnn(Cc2c(Cl)cccc2Cl)c1)c1ccc([N+](=O)[O-])cc1	i	-0.4	-1	i	i	-65	i	i	4	i	-45
CC1CCC(NC(=O)CN(C)S(=O)(=O)c2cccc3cccnc23)CC1 (stereo not drawn)	i	-0.2	-5	i	i	-1	i	i	-1	i	-10
CC1(c2cc(C(F)(F)F)n3nc(C(=O)O)cc3n2)CC1	i	0.7	6	i	i	-1	i	i	-6	i	-12
Cc1ccc(C(=O)N/C(=C\c2cccs2)C(=O)N2CCOCC2)cc1C	i	-0.2	-1	i	i	9	i	i	5	i	5
COC(=O)C(C)Oc1ccc(Oc2nc(Cl)ccc2Cl)cc1 (stereo not drawn)	i	-0.8	1	i	i	-4	i	i	3	i	-10
Cc1c(N(C(=O)CNC(=O)c2ccccc2)C2(C(=O)NC3CCCCC3)CCCCC2)c(=O)n(-c2ccccc2)n1C	i	0.2	-1	i	i	-13	i	i	-10	i	-29
O=C(c1ccc(CS(=O)c2cccc(Cl)c2)o1)N1CCOCC1 (stereo not drawn)	i	-0.3	31	i	i	4	i	i	-1	i	-12
Cc1cc(S(=O)(=O)N2CCN(c3ccccc3O)CC2)c(C)s1	i	-0.5	1	i	i	-2	i	i	0	i	0
COc1ccc(-c2noc(N3CCCC(C(=O)Nc4ccc(C(C)=O)cc4)C3)n2)cc1 (stereo not drawn)	i	3.0	9	i	i	-59	i	i	6	i	-94
Cc1ccc(C)c(NC(=O)C2CCCN(S(=O)(=O)c3c(C)nn(C)c3C)C2)c1 (stereo not drawn)	i	0.0	3	i	i	11	i	i	4	i	-23
CCOC(=O)c1cc(S(=O)(=O)N2CCCC2)cn1C	i	0.2	-2	i	i	-3	i	i	2	i	-10
CCOc1cc2[nH]c(=S)n(Cc3ccc(C(=O)NCCCOC)cc3)c(=O)c2cc1OCC	i	0.9	2	i	i	11	i	i	-3	i	-19
CC(=N\NC(=O)c1cc(Br)ccc1O)/C(=N/O)C(=O)Nc1ccccc1	i	-0.3	-9	i	i	14	i	i	8	i	-24
CCC(C(=O)NC1CCCCC1)n1c(SCc2cccc(F)c2)nc2ccncc21 (stereo not drawn)	i	-0.3	-4	i	i	31	i	-5.1*	1	i	5
CCOC(=O)c1cc(C(O)(C(F)(F)F)C(F)(F)F)c(/N=C/N(C)C)o1	i	-0.1	4	i	i	28	i	i	4	i	-2
O=C(Nc1ccccc1C(F)(F)F)C1CCN(C(=O)c2cccs2)CC1	i	-1.0	5	i	i	-14	i	i	-10	i	8
OCCC1CN(Cc2ccc(-n3cccn3)cc2)CCN1Cc1ccccc1 (stereo not drawn)	i	0.0	-1	i	i	11	i	i	0	i	-36
O=C(COc1ccccc1)NCc1cccs1	i	0.0	2	i	i	-8	i	i	-8	i	-24
N#C/C(=C\c1ccc(Sc2nc3ccccc3[nH]2)o1)c1ccccc1	i	-0.4	5	-4.8*	i	18	i	i	12	i	-35
CC(=O)c1ccc(NC(=O)NCc2ccc(F)cc2)cc1	i	-0.7	-2	i	i	-15	i	i	-2	i	-41
S=C(NCCCN1CCOCC1)Nc1ccc(Nc2ccccc2)cc1	i	0.3	-4	i	i	-11	i	i	-9	i	-31
CC(NC(=O)CNC(=O)c1cccc(Cl)c1)c1ccccc1 (stereo not drawn)	i	-31	12	i	i	3	i	i	8	i	-18
O=C(CCCN1C(=O)S/C(=C/C=C/c2ccccc2)C1=O)Nc1ccc(C(=O)O)cc1	i	1.4	32	i	i	17	i	i	0	i	-60
Cc1cc(/C=N/n2cnnc2)c(C)n1-c1cccc(Cl)c1	i	0.0	4	i	i	-3	i	i	-1	i	-15
COc1ccccc1NC(=O)CC(=O)c1cccc([N+](=O)[O-])c1	i	-3.4	-1	i	i	-20	i	i	-11	i	-11
Cc1ccccc1-n1c(-c2cccnc2)n[nH]c1=S	i	-0.2	-7	i	i	-11	i	i	-1	i	-8
COc1ccc(C(=O)NCC2CCCO2)cc1 (stereo not drawn)	i	1.2	-3	i	i	-41	i	i	0	i	-26
CC1/C(=C\c2ccc(Cl)cc2)C(=O)C2CC1C2(C)C (stereo not drawn)	i	-0.7	14	i	i	-21	i	i	0	i	-27
O=C1[C@H]2CC3CCC2(O3)[C@@H]2OCCCN12 (stereo partly drawn)	i	0.5	12	i	i	-3	i	i	.	i	.
CC(Oc1ccc(Br)cc1)c1nc2c3ccccc3nc(=S)n2[nH]1 (stereo not drawn)	i	0.5	92*	i	i	9	i	i	3	i	-11
O=C(NCC(=O)N1CCc2ccccc2C1)c1ccccc1Cl	i	1.6	-1	i	i	-101	i	i	-2	i	-58
O=C(COC(=O)CCC(=O)c1ccc(F)cc1)Nc1ccc2[nH]c(=O)[nH]c2c1	i	0.7	-5	i	i	1	i	i	.	i	.
C=CCN1C(=O)CSc2ccc(C(=O)NCc3cccs3)cc21	i	0.0	10	i	i	1	i	i	-1	i	-18
COc1ccc(C(=O)OC(C)CN2CCN(C)CC2)cc1OC (stereo not drawn)	i	-0.9	-3	i	i	10	i	i	-5	i	-17
CC(C)[C@H](NC(=O)OC(C)(C)C)C(=O)N1CCC(C(=O)N[C@@H](C)C(=O)Nc2ccc(F)cc2)CC1	i	-1.4	-1	i	i	16	i	i	6	i	-4
COc1ccc(OCC(=O)N2CCN(S(=O)(=O)c3ccc(Cl)cc3)CC2)cc1	i	-0.3	2	i	i	-7	i	i	-8	i	-18
COc1ccc(OC)c(S(=O)(=O)NNC(=S)Nc2ccc3c(c2)OCO3)c1	i	2.3	-2	i	i	-34	i	i	-3	i	-25
N#Cc1nc(Cc2cccc3ccccc23)oc1NCCN1CCOCC1	i	-0.4	-1	i	i	10	i	i	1	i	-24
O=c1c([N+](=O)[O-])c(N2CCOCC2)c2ccccc2n1-c1ccccc1	i	-1.4	-1	i	i	21	i	i	-1	i	-27
CCOC(=O)c1c(C)nc2c(c(SC)nn2-c2ccccc2)c1N	i	-1.2	-14	i	i	36	i	i	1	i	11
O=C(N1CCCC1)C12CC3CC(C1)CC(C(=O)N1CCCC1)(C3)C2	i	0.0	-5	i	i	-1	i	i	3	i	-3
O=C(CSc1ncn[nH]1)c1ccccc1	i	0.2	-8	i	i	5	i	i	-1	i	-14
O=C(O)c1cc(-c2ccc(/C=N/N3C(=O)C4C5C=CC(C6CC56)C4C3=O)o2)ccc1Cl (stereo not drawn)	i	0.1	0	i	i	-38	i	i	-6	i	-29
CCCn1cc(C(CC(=O)O)C(=O)O)c2ccccc21 (stereo not drawn)	i	-0.4	5	i	i	14	i	i	3	i	-10
COc1ccc(N(CC(=O)Nc2ccccc2Cl)S(=O)(=O)c2ccc(C)cc2)cc1OC	i	-0.8	-2	i	i	6	i	i	0	i	-6
Cc1ccc(-c2ccc(=O)n(Cc3cc(C)ccc3C)n2)cc1	i	0.3	15	i	i	6	i	i	-1	i	-9
Cc1cc2nnc(SCC(=O)N3CCCCC3)n2c(N)n1	i	0.5	0	i	i	10	i	i	-2	i	-6
C/C(=C\c1ccccc1)CN1CCN(C)CC1	i	-0.2	2	i	i	4	i	i	5	i	8
O=C(NC(Cc1ccccc1)C(=O)O)/C(=C/c1cccc([N+](=O)[O-])c1)NC(=O)c1ccco1 (stereo not drawn)	i	0.0	28	i	i	12	i	i	0	i	-2
CCSc1nc(C)cc(C)c1S(=O)(=O)c1ccccc1C	i	-0.5	24	i	i	-6	i	i	-1	i	11
CCOC(=O)C1CCN(C(=O)c2ccc(CNS(=O)(=O)c3ccc(OC)cc3)cc2)CC1	i	0.1	-18	i	i	13	i	i	-2	i	-18
COc1ccccc1OCc1nc(C#N)c(NCCCn2ccnc2)o1	i	-0.5	3	i	i	12	i	i	-1	i	-7
CCOC(=O)C1CCCNC1=O (stereo not drawn)	i	-0.4	-2	i	i	-13	i	i	-4	i	-17
Cc1cccc(C(=O)Oc2ccccc2/C=N/NC(=O)c2ccc(NC(=O)C(C)(C)C)cc2)c1	i	-0.3	14	i	i	-3	i	i	-3	i	5
COc1cc(OC)cc(C(=O)Nc2ccc(C(=O)c3ccncc3)cc2)c1	i	-0.1	-1	i	i	-72	i	i	8	i	0
Cc1ccc(C(=O)NCC(=O)OCC(=O)c2ccc(Br)s2)cc1	i	-0.2	-4	i	i	9	i	i	.	i	.
C/C(=N\NC(=O)c1cccc2ccccc12)c1ccccn1	i	1.4	79*	.	i	60	i	i	16	i	50
CCc1cc(OCCCCNCc2ccccc2)ccc1Cl	i	-0.4	-1	i	i	4	i	i	-7	i	-35
Cc1ccc(N2C(N)=C(C#N)C(c3cc(CN4CCOCC4)cs3)C3=C2CC(C)(C)CC3=O)cc1 (stereo not drawn)	i	-0.7	0	i	i	-6	i	i	-1	i	-21
O=C(CN1C(=O)NC2(CCCCCC2)C1=O)NC1CCCCCCC1	i	-1.2	-10	i	i	5	i	i	1	i	8

(next part)
SMILES	TRPC4 block	HIF activator	SKKanGAS inh	MrgX1 antag	TRPC4 act	aSyn UTR inh	TRPC4 potent	TRPC6 inh	IEC-6 tox	TRPC6 act	KLF5 inhibitor
Fc1ccc(-n2c(-c3ccc4ccccc4n3)n[nH]c2=S)cc1	.	-0.8	0	i	i	-2	i	i	-4	i	19
Cc1noc(C)c1CSCC(=O)Nc1nc2ccc(F)cc2s1	i	2.3	4	i	i	-2	i	i	.	i	.
O=C(CCCN1C(=O)c2ccccc2C1=O)NCCC1=CCCCC1	i	-0.6	-2	i	i	13	i	i	-6	i	-10
O=C(NNC1=Nc2ccccc2SC1)c1ccccc1F	i	1.0	22	i	i	-49	i	i	8	i	-29
CCOC(=O)N1CCN(c2cc(N3CCOCC3)c(F)cc2[N+](=O)[O-])CC1	i	0.3	-6	i	i	0	i	i	1	i	-38
Cc1ccccc1N(C(=O)c1csnn1)C(C(=O)NC1CCCCC1)c1ccncc1 (stereo not drawn)	i	0.2	2	i	i	5	i	i	6	i	-11
CCOc1cc(C2c3c(oc4ccccc4c3=O)C(=O)N2c2nccs2)ccc1O (stereo not drawn)	i	0.2	4	i	i	33	i	i	-6	i	-17
